Compound activity from PubChem.
HIF-2a block – blocks HIF-2a reporter activity. inhibition, % at 18.8 µM. hit rate 0.72% among 360,000. 786-0 RCC cells HIF-2a reporter, luciferase luminescence, overnight;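 active = inhibition of the luminescence signal of 40% or more relative to plate controls, in a single-dose primary screen at 18.75 µM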
aDG glyco act – increases alpha dystroglycan glycosylation; Pro5-aDG cells, alpha-DG glycosylation AlphaScreen (IIH6); 0% Pro5, 100% B10-LARGE cell signal; activation, % at 10 µM; hit rate 0.22% among 360,000; AID 624168;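 active = activation of at least 8% versus controls, or a plate z-score of at least 8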;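 also: Pro5 are CHO cells carrying HIG-tagged alpha-DG that lacks glycosylation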
NR2E3 ag-1 – NR2E3 (human) agonism | GST-NR2E3/biotin-RetCOR TR-FRET, 1536-well | inhibition of corepressor binding, % at 4.78 µM | hit rate 0.12% among 320,000 | AID 2300;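 active = percent inhibition above the cutoff of mean plus 3 SD of all tested compounds, set per screening campaign, cut at about 20% in these data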;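 also: 0% = DMSO wells and 100% = biotin wells as full block of FRET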
Target sequence (Q9Y5X4 whole entry, looked up): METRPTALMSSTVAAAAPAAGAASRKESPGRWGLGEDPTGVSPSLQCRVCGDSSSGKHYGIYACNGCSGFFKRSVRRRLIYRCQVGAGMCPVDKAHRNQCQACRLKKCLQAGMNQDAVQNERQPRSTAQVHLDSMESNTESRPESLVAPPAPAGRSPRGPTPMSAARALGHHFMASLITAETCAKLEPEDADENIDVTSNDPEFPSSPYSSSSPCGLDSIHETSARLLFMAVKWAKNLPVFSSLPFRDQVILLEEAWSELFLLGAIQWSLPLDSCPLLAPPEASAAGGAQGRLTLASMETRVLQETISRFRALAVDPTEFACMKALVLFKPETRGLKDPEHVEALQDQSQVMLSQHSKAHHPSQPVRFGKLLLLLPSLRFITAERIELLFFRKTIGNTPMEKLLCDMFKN
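Format: 1536-well format; test system: GST-NR2E3 and biotin-RetCOR proteins; read-out basis: percent inhibition of TR-FRET ratio; timing: 5 h incubation at 4 °C; detection: time-resolved FRET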
iPSC survival up – increases survival of single human iPS cells; hiPSC single-cell survival, ATPlite luminescence; 100% = ROCK inhibitor wells, 0% = DMSO; survival enhancement, % at 20 µM; hit rate 0.044% among 360,000; in the data active = survival enhancement above about 18%;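 also: cells exposed to compounds for 16 hours before the ATP read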
Peg3 prom inh – inhibitors of Peg3 promoter. HeLa PEG-Prom luciferase reporter, luminescence, overnight. hit rate 1.7% among 360,000. inhibition, % at 20 µM;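 active = inhibition of at least 50% at 20 µM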
TRPM1 prom inh – inhibitors of MITF-driven TRPM1 promoter in melanoma cells | SK-MEL-5 TRPM1 promoter luciferase, 24 h | inhibition, % at 12.5 µM | hit rate 0.83% among 330,000;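 active = mean inhibition across replicates of 60% or more, whatever share of single replicates reaches that level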; also: values of inactives mirror those of a sister screen read the other way
CF NFkB inh – inhibitors of cystic fibrosis induced NF-kB | KKLEB NF-kB-GFP reporter, PAF-induced, GFP fluorescence overnight | inhibition, % at 5 µM | hit rate 0.86% among 360,000;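 active = at least 50% inhibition at 5 µM, scaled per plate between neutral and stimulator controls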;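 also: PAF is a Pseudomonas aeruginosa culture filtrate used as stimulus; plate controls were PAF-stimulated DMSO wells for no effect and unstimulated DMSO wells for full effect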
Shn3 3UTR inh – inhibitors of Schnurri-3 3'UTR reporter in osteoblasts; hit rate 0.52% among 360,000; Clone20 osteoblast Shn3 3'UTR firefly luciferase, 24 h; inhibition, % at 12.5 µM; AID 588674;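 active = mean inhibition of at least 75% with every replicate also reaching 75%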;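 also: 0% = median of neutral control wells and 100% = pilot-screen positive control compound; some compounds past the cut are filed as inactive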
KKLEB cytotox – CF airway cell cytotoxicity counter-screen | KKLEB CF airway cells viability, ATPlite luminescence, overnight; hits give low values; cells stimulated with P. aeruginosa culture filtrate | activity change (cytotoxicity), % at 5 µM | hit rate 0.36% among 360,000 | AID 602141;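 active = corrected activity change at or below -50% at 5 µM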
NR2E3 ag-2 – agonists of human NR2E3 nuclear receptor | Q9Y5X4 | CHO-S Gal4-NCOR/VP16-NR2E3 two-hybrid, luciferase | inhibition of corepressor binding, % at 3.98 µM | hit rate 0.35% among 360,000 | AID 602229;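 active = inhibition above the mean of all tested compounds plus 3 SD, cut at about 70% in these data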;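 also: 0% = DMSO with NR2E3 transfected cells and 100% = cells lacking NR2E3 construct; higher means lower luciferase signal from less NR2E3 corepressor binding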
TWEAK-Fn14 inh – TWEAK-Fn14 signaling inhibition; AID 1159606; inhibition, % at 10 µM; hit rate 2% among 360,000; TWEAK-stimulated Fn14 reporter cells, luciferase luminescence, 8 h; in the data active = inhibition above about 50%
Numbers without * were called inactive; . = no result given.

SMILES	HIF-2a block	aDG glyco act	NR2E3 ag-1	iPSC survival up	Peg3 prom inh	TRPM1 prom inh	CF NFkB inh	Shn3 3UTR inh	KKLEB cytotox	NR2E3 ag-2	TWEAK-Fn14 inh
COC(=O)c1c(NC(=O)c2cccs2)sc2c1CCC(C)C2 (stereo not drawn)	-195	-0.1	2	2.9	-177	-27	-7	-43	-5	-10	-21
Cc1ccc(NC(=O)CCOc2ccccc2C)cc1F	-221	0.6	2	-0.3	-126	-53	-9	-44	-8	-4	-22
O=C(CS(=O)(=O)c1ccccc1)Nc1nc(-c2ccccc2)cs1	-65	-0.4	1	-1.6	-22	10	-6	-13	2	-62	10
CCOc1ccccc1OCCCCCc1c(C)n[nH]c1C	-5	0.7	1	1.6	14	8	-1	30	-8	46	-2
COc1ccc(Cl)cc1NC(=O)C(C)Sc1n[nH]c(N)n1 (stereo not drawn)	24	0.0	3	-0.9	17	19	1	6	-5	9	5
COC(=O)C1=C(C)N(Cc2ccc(OC)cc2)C(=O)C1	12	0.0	2	-0.1	10	-7	-2	15	9	-17	-3
COc1ccc(-n2nc(C(=O)NCC(=O)N3CCN(Cc4ccccc4)CC3)c3ccccc3c2=O)cc1OC	15	-0.2	4	0.4	32	-3	5	10	-2	5	-4
CCN1CCN(CCCNC(=O)c2ccccc2NC(=O)C2=C(C)OCCS2)CC1	8	-0.1	4	-0.4	0	-5	2	13	-23	-7	-9
O=C(CN1CCN(S(=O)(=O)c2ccc(Br)cc2)CC1)N/N=C/c1cccs1	13	-0.1	-1	-0.5	15	6	4	-17	0	13	1
CN(C)S(=O)(=O)c1cccc(NC(=O)COC(=O)CCSc2ccc(Cl)cc2)c1	5	-0.3	0	1.6	-13	-7	-3	-17	-14	-28	0
CCOc1ccccc1OCC(=O)Nc1ccc(OC)c(S(=O)(=O)N2CCCCC2)c1	13	-0.2	3	0.4	18	0	-6	6	16	-5	2
Cc1nc(C(C)NC(=O)c2cc(COc3ccc(F)c(F)c3)on2)cs1 (stereo not drawn)	-77	-0.3	2	0.2	-13	-2	5	-3	-6	-24	-4
O=C(O)C1CCC(=O)N1C(=O)OCc1ccccc1 (stereo not drawn)	9	0.1	-2	0.8	2	10	2	-28	5	-18	9
OC[C@H]1O[C@@H](c2nc(-c3ccc(CN4CCOCC4)cc3)no2)[C@H](O)[C@@H](O)[C@H]1O	8	0.2	.	-1.6	10	.	-9	-2	-6	-2	15
COc1ccc(CCC(=O)NC(C)C2CCCO2)cc1 (stereo not drawn)	7	0.1	5	-0.7	12	11	-9	4	5	17	5
CCOC(=O)N1CCN(CC(=O)Nc2nccs2)CC1	18	-0.1	.	-2.5	-7	.	6	10	1	17	9
COc1cccc(OC(=O)N2CCOCC2)c1	-23	-0.2	-3	-0.1	-17	-5	0	0	2	-5	9
COc1cccc(NC(=O)NNC(=O)CCc2ccc(O)c(O)c2)c1	4	-0.1	.	0.6	11	1	-31	-18	24	-30	8
CCCCOCCCNC(=O)/C=C/c1ccccc1Cl	-3	0.2	-2	-0.2	8	2	5	15	4	-26	-2
CCc1ccccc1NC(=S)N(CCc1ccncc1)C(C)C	22	0.0	-3	0.8	11	3	7	.	1	-27	0
Cc1ccc(S(=O)(=O)N2CCN(CC(=O)NC(C)c3ccccc3)CC2)cc1 (stereo not drawn)	-2	0.1	.	-0.5	7	4	-17	0	1	-32	-2
O=C1CCN(C(=O)Cc2ccccc2)c2ccccc21	13	-0.1	.	1.9	-4	.	19	-3	0	-24	-8
C/C(Cc1ccccc1)=N/NC(=O)CCCC(=O)N/N=C(/C)Cc1ccccc1	-1	-0.2	3	7.2	0	3	7	-5	1	0	-4
Cc1ccc(C(O)c2ncc(-c3ccccc3C)[nH]2)cc1F (stereo not drawn)	-57	0.0	.	0.7	-27	.	-13	3	11	-14	-4
Nc1c(C(=O)Nc2ccc(Cl)c(C(=O)O)c2)sc2nc3c(cc12)CCCC3	2	-0.1	2	-0.3	6	14	14	-84	5	-40	13

A second format for 2 compounds above.
Second line of a record: HIF-2a block	aDG glyco act	NR2E3 ag-1	iPSC survival up	Peg3 prom inh	TRPM1 prom inh	CF NFkB inh	Shn3 3UTR inh	KKLEB cytotox	NR2E3 ag-2	TWEAK-Fn14 inh
- O=C(CS(=O)(=O)c1ccccc1)Nc1nc(-c2ccccc2)cs1
    -65	-0.4	1	-1.6	-22	10	-6	-13	2	-62	10
- CCOc1ccccc1OCCCCCc1c(C)n[nH]c1C
    -5	0.7	1	1.6	14	8	-1	30	-8	46	-2

Continuation.
SMILES	HIF-2a block	aDG glyco act	NR2E3 ag-1	iPSC survival up	Peg3 prom inh	TRPM1 prom inh	CF NFkB inh	Shn3 3UTR inh	KKLEB cytotox	NR2E3 ag-2	TWEAK-Fn14 inh
CC(NC(=O)c1ccco1)C(=O)N1CCN(S(=O)(=O)c2ccccc2C#N)CC1 (stereo not drawn)	8	-0.3	-5	0.4	6	3	17	-2	-29	-34	-7
O=C(CSc1nc2cc(Cl)ccc2o1)Nc1ccc(N2CCOCC2)cc1	-340	0.0	0	-0.1	-224	-43	6	-16	0	-52	3
Cc1ccc(C(C)C)c(OCC#CCN2CCOCC2)c1	7	0.0	0	0.3	4	9	24	-3	-6	-14	6
Cc1noc(C(=O)N2CC3(C)CC2CC(C)(C)C3)c1Cl (stereo not drawn)	11	-0.3	2	-0.2	7	6	1	-5	0	-39	-6
O=S(=O)(c1cccs1)N1CCN(CC(O)COC2CCCc3ccccc32)CC1 (stereo not drawn)	-4	0.2	-4	-0.3	11	4	8	11	0	3	-2
Cn1nc(C(=O)NNC(=O)C(CCC(N)=O)NS(=O)(=O)c2ccc(Cl)cc2)c2ccccc2c1=O (stereo not drawn)	12	-0.1	3	0.8	-3	-2	-11	-5	-11	-13	-10
COc1ccc(NC(=O)Nc2ccc(C(=O)N3CCOCC3)cc2)c(OC)c1	11	0.4	-2	-0.6	-6	15	0	-5	3	-12	-13
Cc1cccc(Oc2coc3cc(OC(=O)c4cccs4)ccc3c2=O)c1	-96	-0.1	1	3.5	-92	-12	-2	-62	0	-74	-14
NC(=O)c1cc(S(=O)(=O)N2CCc3ccccc3C2)cs1	13	0.3	2	1.1	9	7	-6	-1	-16	0	29
O=C(CN(C(=O)c1csnn1)c1ccc(F)cc1)NCc1ccc2c(c1)OCO2	0	0.0	1	-0.6	-1	.	8	4	-20	-21	10
Cc1cccc(NC(=O)CN2C(=O)CCS(=O)(=O)c3ccccc32)c1C	4	0.8	-1	0.6	-7	-3	23	-4	-3	1	-8
COc1ccc(CN2C[C@H]3CON(C)[C@H]3C[C@H]2c2ccc(-c3cccc(F)c3)cc2)cc1	24	-0.3	.	1.6	30	.	8	11	-10	-49	20
Oc1ccc2ccccc2c1CNc1ccc(Br)cn1	-4	0.0	0	-0.3	-35	-32	16	-25	6	-48	14
CCOC(=O)CC1=C(C(=O)OCC)C(c2ccc(C)o2)C(C#N)=C(N)O1 (stereo not drawn)	16	0.1	-1	-0.9	11	1	-12	1	-4	-2	9
O=C(Nc1ccnn1C1CCN(C(=O)Cc2cccc(Cl)c2)CC1)C1CC1	-5	-0.3	-2	-0.1	3	6	13	8	-14	-6	-11
Clc1nc(CN2CCCCC2)nc2sc3c(c12)CCC3	-3	1.5	3	0.3	-7	-9	20	-5	-12	16	2
CC1CN(C(=O)c2ccccc2NS(=O)(=O)c2cccc([N+](=O)[O-])c2)CC(C)O1 (stereo not drawn)	17	-0.1	2	-0.2	7	-1	10	2	-20	-5	1
OCCC1CN(Cc2ccc(C(F)(F)F)cc2)CCN1Cc1ccccc1 (stereo not drawn)	16	0.4	4	-0.4	17	-2	4	7	-8	24	-1
Cc1ccc(C)c(NC(=O)CCC(=O)N/N=C/c2ccc3c(c2)OCO3)c1	-9	0.1	1	-0.4	-55	-29	4	-6	9	-17	-63
CCn1ncc(NC(=S)NCCc2ccccc2)c1C(N)=O	-8	0.4	2	-1.8	-7	15	-12	-6	4	35	15
O=C(N/C(=C/c1ccccc1)C(=O)N1CCCCC1)c1ccco1	10	-0.2	-5	1.0	10	-8	3	12	-19	18	5
O=C(CCCn1c(=O)c2sccc2n(CC(=O)OCc2ccccc2)c1=O)NCc1ccco1	-9	0.0	0	-0.2	13	9	11	3	-10	-9	12
Cc1ccnc(NC(=O)CN2C(=O)NC(C)(c3ccc4ccccc4c3)C2=O)c1 (stereo not drawn)	-112	-0.4	.	-0.1	-36	-18	-5	-11	-1	-5	-3
O=C(O)c1ccc(CSc2nnc(-c3ccncc3)n2-c2ccc(Br)cc2)cc1	9	-0.1	1	-0.4	-9	-4	-2	-26	-2	-9	-9
Cc1cc(C(=O)CSc2nnc(-c3ccc(F)cc3)o2)c(C)n1CC1CCCO1 (stereo not drawn)	1	0.3	1	1.0	12	11	2	31	-4	5	-17

Continued.
SMILES	HIF-2a block	aDG glyco act	NR2E3 ag-1	iPSC survival up	Peg3 prom inh	TRPM1 prom inh	CF NFkB inh	Shn3 3UTR inh	KKLEB cytotox	NR2E3 ag-2	TWEAK-Fn14 inh
CC(C)c1ccc(N(CC(=O)N2CCOCC2)S(C)(=O)=O)cc1	11	0.1	2	0.2	12	12	-6	-24	1	-35	7
Cc1ccc(C(=O)NNC(=O)C(C)Oc2ccc3ccccc3c2)o1 (stereo not drawn)	7	0.0	2	0.0	9	3	6	-16	5	-15	0
COC(=O)C1C(=O)C2=C(CC1C)NC(=O)CC2c1ccc(F)cc1 (stereo not drawn)	12	-0.3	2	1.2	11	-3	-10	23	7	-11	-9
O=C(CCC1CCCC1)NC1CCCCC1	-96	0.1	1	3.0	-41	-20	7	-16	4	-30	-4
O=C(Cn1nnc(-c2ccccc2)n1)N/N=C/c1cccc([N+](=O)[O-])c1	-3	0.0	-1	2.1	8	7	-7	5	-2	-11	14
CCNC(=O)c1cc2ccccc2o1	-8	-0.2	0	-3.1	-7	-23	7	2	-4	-3	-10
O=C(CCC(=O)c1ccc(Oc2ccccc2)cc1)Nc1ccc(Cl)cc1Cl	21	0.4	-3	-0.1	19	-2	7	-7	-8	-14	-7
COc1ccc(-c2c(C(=O)c3ccccc3)[nH]c(N)c2C(=O)NC2CC2)cc1OC	-69	-0.3	.	-0.3	.	.	.	.	.	-13	29
COc1ccccc1CCNC(=O)C(=O)NCC1OCCCN1S(=O)(=O)c1cc(C)ccc1C (stereo not drawn)	18	0.3	0	0.2	27	7	-4	-1	24	-12	10
CCCN1CCC(=O)N(CCSc2ccc(NC(C)=O)cc2)CC1	4	-0.2	5	-0.4	0	10	0	17	4	-15	1
COc1ccc(CC(=O)Nc2ccc(-c3cn4cccc(C)c4n3)cc2)cc1OC	-40	0.2	-3	1.0	-6	11	-16	16	4	-23	-14
CCCN1Cc2cccc(C(=O)Nc3ccc(C)cc3)c2C1=O	-22	-0.1	-1	3.0	-19	-29	-16	-5	7	-7	2
